Myeloid diff MLP = compounds promoting myeloid differentiation | ER-HoxA9 myeloid progenitors, lysozyme-GFP differentiation, flow cytometry | calls only at 10 µM | hit rate 1% among 360,000;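 active = normalized GFP-positive differentiation at or above the plate's own cutoff, the solvent-only control mean plus 3 SD; inconclusive = no clear call, values can overlap the other calls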;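 also: cells exposed to compound for four days before flow analysis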
Myeloid diff MLP GFP+ MAC1+ % = further read-out of Myeloid diff MLP, marked with its call; GFP+ MAC1+ double positive, %; measured here: differentiation confirmed by MAC1 staining
Starred values were filed as active, the others as inactive; i = inactive; ? = inconclusive; nt = not tested or not shown; + = active, no number.

SMILES	Myeloid diff MLP	Myeloid diff MLP GFP+ MAC1+ %
COc1ccc([C@@H]2C[C@H]3[C@@H](CN2S(=O)(=O)c2ccccc2)C(=O)C[C@@H](c2ccccc2)N3S(=O)(=O)c2ccc(C)cc2)cc1	i	0.0
CC(C)COC(=O)N(C)C[C@H]1OCc2cn(nn2)CCCC(=O)N([C@@H](C)CO)C[C@@H]1C	i	1.4
CC(C)NC(=O)c1cc(C2CCCCN2S(=O)(=O)c2cccc3cccnc23)on1 (stereo not drawn)	i	1.1
CC(C)(C)Cc1c(C2CCCCC2)nc2ccc(Cl)cn12	i	0.6
Cc1cccc(C)c1NC(=O)C1(C)CN(S(C)(=O)=O)CC(=O)N1Cc1cccs1 (stereo not drawn)	i	1.1
CC(C)(C)OC(=O)N(Cc1ccccc1)Cc1ccccc1OCc1ccc(NC(=O)C2CCC2)cc1	i	0.8
COc1ccc(C(=O)N2CCC(C)(C(=O)NS(=O)(=O)C3CC3)C2)cc1 (stereo not drawn)	i	2.8
O=C(O)c1ccsc1Cc1cccs1	i	1.1
CCOc1ccccc1N=C1SCC(C)N1C(=O)C1CCN(c2ncnc3sc(C)c(C)c23)CC1 (stereo not drawn)	i	0.8
C[C@@H]1CN([C@@H](C)CO)C(=O)c2cc(C#CC3CCCCC3)cnc2O[C@@H]1CN(C)S(=O)(=O)c1ccc(F)cc1	i	0.5
CSc1ccc(NC(=O)NN(c2ccccc2)C2CCS(=O)(=O)C2)cc1 (stereo not drawn)	i	1.0
CC1=NN(c2ccccc2)C(c2ccco2)C1 (stereo not drawn)	i	0.9
CN(C)CCCNc1nc2cc(-c3cccc(C(F)(F)F)c3)sc2c(=O)n1C	i	1.1
COc1ccc(F)cc1-c1cc(C(=O)Nc2ccc(NC(C)=O)cc2)[nH]n1	i	0.6
CN(C)[C@H]1CCN([C@@H]2CS(=O)(=O)N[C@H]2COCc2ccccc2)C1	i	1.6
O=C(NCCc1ccccc1)C1Cc2c(-c3ccccc3Oc3ccccc3)ccnc2O1 (stereo not drawn)	i	0.5
CCNC(=O)C1(C)CCCN1Cc1cccc(C(F)(F)F)c1 (stereo not drawn)	i	0.9
CC(NC(=O)COC(=O)c1ccc2c(=O)n3c(nc2c1)CCCCC3)c1ccc(F)cc1 (stereo not drawn)	i	0.5
CC(C)C[C@@H](CN1CCC[C@@H]1CN1C(=O)C(=O)NC[C@@H]1Cc1ccc(O)cc1)N1C[C@H](Cc2ccc(O)cc2)N(CC2CCCCCC2)C(=O)C1=O	i	0.8
O=c1[nH][nH]c2c1[C@H](c1ccc(Cl)cc1)O[C@H](C1CCCCC1)C2	i	0.9
O=c1c2c([nH]n1-c1ccccc1)C[C@@H](C1CCCCC1)O[C@H]2c1ccc(F)cc1	i	1.0
CC(=O)Nc1ccc(S(=O)(=O)N(C)c2ccc(OCC(=O)NCCc3ccccc3F)cc2)cc1	i	2.6
O=C(Nc1ccccc1)c1cc2ccccc2s1	i	0.7
O=C(c1ccoc1)N1CCN(c2cc(-c3ccco3)nc3cc(-c4ccccc4)nn23)CC1	i	0.7
CC1=C(C(=O)N2CCOCC2)CC(CC(=O)NC2CCCC2)C(=O)N1Cc1ccc(C(C)(C)C)cc1 (stereo not drawn)	i	0.3
CCCC(=O)Nc1ccc2c(c1)nc(CCN1CCC(C)CC1)n2C	i	0.3
CCOc1ccc(S(=O)(=O)Nc2cccc(C(=O)N(C)CC(=O)Nc3ccc(OC)cc3)c2)cc1	i	0.4
COc1ccc(-c2cc3c(c4c2ccn4C)C2CCC3O2)cn1 (stereo not drawn)	i	1.9
O=C(Cc1ccc(F)cc1)Nc1cc(S(=O)(=O)N2CCOCC2)ccc1N1CCCCC1	i	2.3
C[C@@H]1CN([C@H](C)CO)C(=O)CCCn2nncc2CO[C@H]1CN(C)C(=O)c1ccccc1	i	1.0

Complete entries, quoted from the list. Values in the order: Myeloid diff MLP, Myeloid diff MLP GFP+ MAC1+ %
COc1ccc(-c2cc3c(c4c2ccn4C)C2CCC3O2)cn1 (stereo not drawn) in the list: i, 1.9
O=C(Cc1ccc(F)cc1)Nc1cc(S(=O)(=O)N2CCOCC2)ccc1N1CCCCC1 in the list: i, 2.3
CC1=C(C(=O)N2CCOCC2)CC(CC(=O)NC2CCCC2)C(=O)N1Cc1ccc(C(C)(C)C)cc1 (stereo not drawn) in the list: i, 0.3
O=C(Nc1ccccc1)c1cc2ccccc2s1 in the list: i, 0.7
CC(=O)Nc1ccc(S(=O)(=O)N(C)c2ccc(OCC(=O)NCCc3ccccc3F)cc2)cc1 in the list: i, 2.6

Next results follow.
SMILES	Myeloid diff MLP	Myeloid diff MLP GFP+ MAC1+ %
CC(C)[C@H](NS(=O)(=O)c1ccccc1)C(=O)OCc1cc([N+](=O)[O-])cc2c1OCOC2	i	1.1
CCN(CC)CCN(C(=O)c1ccc2c(c1)CCCC2)c1nc2c(OC)cccc2s1	i	1.2
COc1cccc(CNc2nc3cc(-c4cccc(C(F)(F)F)c4)sc3c(=O)n2C)c1OC	i	0.3
O=C1[C@H]2[C@@H](c3ccccc3)N[C@]3(CCCN(Cc4ccccc4)C3=O)[C@H]2C(=O)N1Cc1ccccc1	i	1.3
Nc1[nH]c(C(=O)c2ccccc2)c(-c2c(F)cccc2F)c1C(=O)c1ccc(Cl)c(Cl)c1	i	0.9
Cn1c(N)c(C#N)c(-c2ccccc2)c(C#N)c1=O	i	0.6
C[C@H](CO)N1C[C@H](C)[C@@H](CN(C)S(=O)(=O)c2ccc(Oc3ccccc3)nc2)OCc2cnnn2CCCC1=O	i	0.3
O=C(CC(=O)c1ccccc1)CS(=O)(=O)c1ccccc1	i	0.8
OC(COCc1ccccc1)COCc1ccccc1	i	0.3
CCCCCCN1CCN(C2CN(Cc3ccc(F)cc3)S(=O)(=O)C2)CC1 (stereo not drawn)	i	1.1

Arranged by formula weight (low to high): some entries from above
SMILES	Myeloid diff MLP	Myeloid diff MLP GFP+ MAC1+ %
O=C(CC(=O)c1ccccc1)CS(=O)(=O)c1ccccc1	i	0.8
CCCCCCN1CCN(C2CN(Cc3ccc(F)cc3)S(=O)(=O)C2)CC1 (stereo not drawn)	i	1.1
CCN(CC)CCN(C(=O)c1ccc2c(c1)CCCC2)c1nc2c(OC)cccc2s1	i	1.2

Remaining list, next part.
SMILES	Myeloid diff MLP	Myeloid diff MLP GFP+ MAC1+ %
O=C(C(=O)N(C1CCCCC1)C1CCCCC1)c1ccccc1	i	2.8
COc1ccccc1Cc1c(-c2ccc(OC)c(OC)c2)nc2ccc(Br)cn12	i	0.6
COc1cc(C(=O)C(=O)c2ccc(OC)c(OC)c2)ccc1O	i	0.7
CN(C)Cc1cn(CC[C@@H]2CC[C@@H](NC(=O)Nc3ccccc3F)[C@@H](CO)O2)nn1	i	1.7
O=C(c1ccccc1F)N1CCC2CC1c1cc(-c3ccc4c(c3)OCO4)ccc12 (stereo not drawn)	i	1.3
COc1cc(NC(=O)[C@H]2O[C@@H](n3ccc(N)nc3=O)[C@H](O)[C@@H]2O)cc(OC)c1OC	i	1.1
O=C1CC[C@@H]2CC3(C[C@@H]4CCN1[C@H]24)Nc1ccccc1NC3=NC1CCCCC1 (stereo partly drawn)	i	2.3
Cc1cccc(CN(C)C[C@H]2OCc3cnnn3CCCC(=O)N([C@@H](C)CO)C[C@@H]2C)c1	i	0.7
O=C(Cc1ccccc1)c1ccc(O)cc1O	i	1.5
CCN1CCN(S(=O)(=O)c2ccc(Cl)c(C(=O)N(C)Cc3ccc(C(C)(C)C)cc3)c2)CC1	i	0.6
Cc1cccc(N2CCN(C(=O)c3[nH]c(C(F)(F)F)nc3-c3ccccc3)CC2)c1C	?	nt
Cc1ccc(NS(=O)(=O)c2cccc(C(=O)NC3CCN(Cc4ccccc4)CC3)c2)c(C)c1	i	1.0
CCN1C[C@@H]2[C@@H]3C(=O)N(C)C(=O)[C@@H]3[C@](C)(C1=O)N2C(=O)c1ccccc1	+	11*
CC1=C(C(=O)N2CCOCC2)CC(CC(=O)NCc2cccs2)C(=O)N1Cc1ccccc1 (stereo not drawn)	i	1.3
C=CCCC(=O)N1C[C@H]2CON(C)[C@H]2C[C@H]1c1cccc(N2CCOCC2)c1	i	0.4
CC(C)C[C@@H](CN1CCC[C@@H]1CN1C(=S)NC[C@@H]1Cc1ccccc1)N1C[C@H](Cc2ccc(O)cc2)N(CC2CCCCC2)C1=S	i	1.5
O=C(NN=Cc1ccc2c(c1)OCO2)C1CC1	i	0.8
Nc1ccc2nc(N)sc2c1	i	0.3
CC(C)C[C@@H]1COc2cc(N3CCC[C@@H]3CO)ccc2S(=O)(=O)N1	i	0.5
C[C@@H]1ON(C)[C@H]2C[C@H]3c4cc(N5CCN(C)CC5)ccc4CCN3C(=O)[C@@H]12	i	0.9
O=C(Cc1cccc(NC(=O)C2CCN(C(=O)C3CC3)CC2)c1)Nc1cccc(C(=O)N2CCOCC2)c1	i	0.5
CCOC1=C2[C@H](c3ccc(CC)cc3)N(S(=O)(=O)c3ccc(C)cc3)C[C@H]2C(C#N)(C#N)C(C#N)(C#N)C1	i	2.0
CC(OC(=O)c1cccc(-n2cnnn2)c1)C(=O)Nc1ccc(F)c(F)c1F (stereo not drawn)	i	1.7
Cc1ccccc1Oc1ccc2c(c1)[C@@H]1C[C@H](N(C)C(=O)Nc3cc(Cl)cc(Cl)c3)[C@H]([C@H](C)O)C(=O)N1CC2	i	1.5
CCN(CC)C(=O)C1=C(C)N(Cc2ccc(OC)cc2)C(=O)C(CC(=O)NCCCN(C)C)C1 (stereo not drawn)	i	0.7
CCOC(=O)N1C(=O)NC(=O)C1c1ccc(Cl)cc1 (stereo not drawn)	i	1.6
CNc1cnc(-c2cc(OC)c(OC)c(OC)c2)cn1	i	0.8
CCc1nc2ccc(C(=O)NCc3ccc4c(c3)OCO4)cn2c1N(C)CCC(C)C	i	0.7
COC(=O)[C@H](CC(C)C)NC(=O)/C=C/[C@H]1O[C@@H](n2ccc(=O)[nH]c2=O)[C@H](O)[C@@H]1O	i	1.3
O=C(Cc1csc(-c2cccc(F)c2)n1)Nc1cccc(S(=O)(=O)NC2=NCCC2)c1	i	0.4
Cc1ccc(S(=O)(=O)N2C(c3ccc(Cl)c(Cl)c3)CC=C(C(=O)O)C2c2cccc(Cl)c2)cc1 (stereo not drawn)	i	0.7
COc1ccc(Cl)cc1C(=O)OCC(=O)c1c(N)n(C)c(=O)n(C)c1=O	i	0.5
CCOC(=O)CN(c1sc(C)c(C)c1C(=O)OCC)S(=O)(=O)c1ccc(C)cc1	i	0.5
O=C(CCCCCN1C(=O)c2cccc([N+](=O)[O-])c2C1=O)NCCc1ccccc1	i	1.2
Cc1cc(Br)cn2c(Cc3ccsc3)c(-c3cccc(Cl)c3)nc12	i	0.9
COCc1ccc(C(=O)N2CCCC(N3CCN(c4cccc(Cl)c4)CC3)C2)s1 (stereo not drawn)	i	0.6
COc1ccc(-c2nn(-c3ccccc3)cc2CNC[C@H]2O[C@@H](n3ccc(=O)[nH]c3=O)[C@H](O)[C@@H]2O)cc1	i	1.1
COc1cc(NC(=O)CNC(=O)Cn2cnc3sc(C)c(C)c3c2=O)cc(OC)c1OC	i	0.9
CC(C)(C)OC(=O)N1CCc2onc(-c3ccc([N+](=O)[O-])cc3)c2C1=O	i	0.2
CC(C)NC(=O)C1(C)CCN1C(=O)c1ccccc1F (stereo not drawn)	i	1.3
O=C(NCc1ccncc1)c1csc([C@@H]2O[C@H](CO)[C@@H](O)[C@H]2O)n1	i	2.1
COc1ccc(F)cc1-c1cc(NC=O)c2ncc(-c3cccc(C(F)(F)F)c3)n2c1	?	nt
CNc1cc(-c2cccc(OC)c2F)nc2ccnn12	i	0.5
CCC(O)(Cc1ccccn1)Cc1ccccn1	i	1.0
Cc1cccc(C)c1-n1nnnc1C(CCc1ccccc1)N1CCN(C/C=C/c2ccccc2)CC1 (stereo not drawn)	i	1.8
O=C1NC(=O)C(=Cc2ccccc2)N1	i	0.1
Cc1ccc(C(NC(=O)C2CCN(CCCOc3ccccc3)CC2)c2ccccn2)cc1 (stereo not drawn)	i	2.1
O=C(C[C@H]1C(=O)N(CCc2ccccc2)C[C@@H]1c1ccccc1)Nc1ccccc1	i	1.6
CC(=O)[C@H]1CC[C@H]2[C@@H]3CC=C4C[C@@H](OS(=O)(=O)O)CC[C@]4(C)[C@H]3CC[C@]12C	i	2.8
CCN(CC)C(=O)C1=C(C)N(Cc2ccc(C(C)(C)C)cc2)C(=O)C(CC(=O)NCCCCc2ccccc2)C1 (stereo not drawn)	i	0.6
New compounds follow.
SMILES	Myeloid diff MLP	Myeloid diff MLP GFP+ MAC1+ %
C=C1CCCC2OC(CC3=CC4/C(C)=C/CC(C)CC(/C=C(\C)C(O)C5CC(O)C(O)C(CCC(O)/C=C/C(C)=C/CCC6=NCCC(C3)C64C)O5)OC(=O)CC3OC(C(O)C1)C(O)C3O)CC(O)C2O (stereo not drawn)	i	0.7
Cc1cc(C)n2c(=O)[nH]nc2c1	i	1.2
Cc1ccc2nc(-c3ccc(C#N)cc3)c(Cc3ccccc3C(F)(F)F)n2c1	i	0.5
CCn1c2ccccc2c2nnc(SCN3C(=O)c4ccccc4C3=O)nc21	i	1.1
COc1cccc(C(O)c2nc(-c3cncnc3)cs2)c1 (stereo not drawn)	i	0.9
CC(C)(C)S(=O)N1Cc2cc(=O)n(Cc3ccccc3)c(CCO)c2[C@H]1CCO (stereo partly drawn)	i	0.5
CCCCC[C@@H](C)N1C[C@@H](COCc2ccccc2)Oc2cc(N3CC[C@H](N(C)C)C3)ccc2S1(=O)=O	i	1.4
CS(=O)(=O)N1CCCCC1c1cc(C(=O)Nc2cccc(C#N)c2)no1 (stereo not drawn)	i	0.4
C[C@@H]1CN([C@@H](C)CO)S(=O)(=O)c2ccc(Br)cc2O[C@H]1CN(C)C(=O)C1CCCCC1	i	0.2

High-throughput results: PubChem BioAssay, NMMLSC

The list is partial; rates above refer to the full screens.
